High-throughput results from PubChem BioAssay.
Gli-Sufu block: Gli-Sufu pathway antagonists, primary screen, luciferase luminescence, Sufu-KO-LIGHT cells, uHTS. 0.74% of 340,000 active. Sufu-KO-LIGHT fibroblasts, Gli luciferase reporter luminescence. inhibition, % at 5 µM. AID 588413, 2011;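 active = inhibition above about 55%, limit read from the data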;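 note: 0% = DMSO-treated cells and 100% = wells with medium but no cells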
GRIN3A LBD mod: binders of NR3A ligand-binding domain, primary screen, biophysical, differential scanning fluorimetry, uHTS; Tm shift relative to glycine control, % at 25 µM; Glutamate receptor ionotropic, NMDA 3A (GRIN3A) ligand-binding domain; NR3A LBD differential scanning fluorimetry, Tm shift; 0% = protein alone, 100% = glycine-bound protein; 2.5% of 340,000 active;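 active = melting temperature shift of at least 10% of the positive control shift, at one fixed dose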
A3G deaminase: APOBEC3G DNA deaminase inhibitors, primary screen, biochemical, fluorescence, single-stranded DNA substrate, uHTS | DNA dC->dU-editing enzyme APOBEC-3G (Homo sapiens), Q9HC16 | recombinant A3G, ssDNA deamination FAM/TAMRA fluorescence | inhibition, % at 20 µM | 0.28% of 330,000 active | AID 493012, 2011;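 active = inhibition of at least 40% at 20 µM, with no more than 30% in the related APOBEC3A deaminase screen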;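 note: plate controls were DMSO wells with A3G for no effect and wells lacking A3G enzyme for full effect; some compounds called inactive have numbers as strong as hits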
Target sequence (Q9HC16 whole entry, looked up): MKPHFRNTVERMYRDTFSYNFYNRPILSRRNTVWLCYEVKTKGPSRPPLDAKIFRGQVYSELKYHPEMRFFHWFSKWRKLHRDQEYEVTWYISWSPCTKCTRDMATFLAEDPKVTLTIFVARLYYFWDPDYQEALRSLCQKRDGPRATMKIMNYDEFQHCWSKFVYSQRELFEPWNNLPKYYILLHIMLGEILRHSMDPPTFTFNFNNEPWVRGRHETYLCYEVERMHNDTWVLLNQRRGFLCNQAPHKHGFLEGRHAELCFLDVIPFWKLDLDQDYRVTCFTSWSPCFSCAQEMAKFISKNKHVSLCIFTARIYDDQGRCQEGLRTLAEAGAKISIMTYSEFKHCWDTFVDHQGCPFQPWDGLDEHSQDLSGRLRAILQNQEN
A3A deaminase: APOBEC3A ssDNA deaminase inhibitors, primary screen, selectivity assay for APOBEC3G inhibitor project, biochemical, FAM/TAMRA oligo cleavage fluorescence. recombinant A3A, FAM/TAMRA ssDNA deamination fluorescence. inhibition, % at 20 µM. 0.41% of 330,000 active;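 active = at least 40% inhibition at 20 µM here, with at most 30% in a related deaminase screen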;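 note: plate controls were A3A with DMSO for no effect and wells lacking A3A enzyme for full effect; some results filed as inactive read as strong as hits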
Target sequence (P31941 whole entry, looked up): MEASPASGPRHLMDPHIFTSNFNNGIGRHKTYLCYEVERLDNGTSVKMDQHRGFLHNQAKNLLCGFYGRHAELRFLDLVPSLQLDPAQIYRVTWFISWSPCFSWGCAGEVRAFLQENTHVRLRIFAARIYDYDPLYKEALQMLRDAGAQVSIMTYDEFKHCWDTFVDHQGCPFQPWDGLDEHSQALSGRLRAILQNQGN
CXCR6 inh: CXCR6 receptor inhibitors, primary screen, cell-based, beta-arrestin, luminescence, CHO-K1 PathHunter, 1536-well; inhibition, % at 20 µM; C-X-C chemokine receptor type 6 (Homo sapiens), O00574; 0.36% of 360,000 active; in the data active = inhibition above about 34%, passing the limit was not always enough;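 note: antagonist mode with CXCL16 agonist at 10 nM final; 0% = 10 nM CXCL16 with DMSO and 100% = unstimulated wells without agonist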
Target sequence (O00574 whole entry, looked up): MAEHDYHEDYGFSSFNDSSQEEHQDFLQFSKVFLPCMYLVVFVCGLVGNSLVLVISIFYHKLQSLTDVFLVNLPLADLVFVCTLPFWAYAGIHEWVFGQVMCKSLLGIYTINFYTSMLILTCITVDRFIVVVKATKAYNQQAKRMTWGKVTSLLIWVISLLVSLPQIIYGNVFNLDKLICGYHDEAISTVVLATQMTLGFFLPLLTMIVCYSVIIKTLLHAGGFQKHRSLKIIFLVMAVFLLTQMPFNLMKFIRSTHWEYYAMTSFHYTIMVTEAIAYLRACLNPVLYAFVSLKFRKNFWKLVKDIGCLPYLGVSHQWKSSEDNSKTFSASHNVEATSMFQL
EBI2 block: EBI2 receptor antagonists, beta-arrestin recruitment, primary screen, cell-based, luminescence, 7a,25-OHC stimulation, uHTS | G-protein coupled receptor 183 (Homo sapiens), P32249 | 7a,25-OHC stimulated | inhibition, % at 5 µM | 0.81% of 360,000 active | AID 651636, 2012; in the data active = inhibition above about 38%;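 note: enzyme fragment complementation signal reports receptor beta-arrestin coupling in cells; 0% = agonist plus DMSO wells and 100% = wells without agonist; some results beyond the cut were filed as inactive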
CCR6 antagonist: CCR6 receptor antagonists, primary screen, cell-based, CHO-K1, luminescence, beta-arrestin, uHTS | C-C chemokine receptor type 6 (Homo sapiens), P51684 | CHO-K1 CCR6 PathHunter beta-arrestin, CCL20-stimulated | inhibition, % at 20 µM | 0.49% of 340,000 active;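 active = compounds whose inhibition of the agonist-driven luminescence signal at 20 µM reaches about 50%, limit read from the data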;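 note: cells stimulated with CCL20 at 14 nM final; plate controls were DMSO with CCL20 for no effect and DMSO without agonist for full effect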
MPTP inh: mitochondrial permeability transition pore inhibitors, primary screen, biochemical, isolated mouse mitochondria, absorbance; Ca2+ swelling absorbance, 30 min; inhibition, % at 10 µM; 1.4% of 360,000 active;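 active = inhibition of 50% or more, scaled per plate between neutral and stimulator controls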;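 note: 0% = DMSO wells given calcium and 100% = 1 mM EGTA wells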
* marks the source's active call; other numbers are inactive results; . = no result given; & = joins results of further samples.

SMILES	Gli-Sufu block	GRIN3A LBD mod	A3G deaminase	A3A deaminase	CXCR6 inh	EBI2 block	CCR6 antagonist	MPTP inh
CCOC(=O)c1cnc2c(C)cccc2c1NCCCN1CCOCC1	20	1	-4	-4	17	-6	18	0.2
NC(=O)Cn1cnc2c(nnn2-c2ccc(F)cc2)c1=O	-1	.	-1	-1	-8	-5	-4	0.2
COCCCNC(=S)N/N=C/c1ccc(OC)cc1	-2	2	-2	0	-4	0	14	1.7
COc1cccc(OC)c1C(=O)Nc1ccc2c(c1)N(S(=O)(=O)c1cccs1)CCC2	-8	0	-6	-1	2	9	16	-1.3
O=C(NCC1COc2ccccc2O1)c1cccc(S(=O)(=O)N2CCOCC2)c1 (centres undefined)	1	2	-7	-1	3	-6	2	0.2
CC(CCc1ccccc1)NC(=O)C1CCN(S(=O)(=O)N2CCOCC2)CC1 (centres undefined)	6	-2	-2	-1	1	5	17	-0.2
CC(C)(C)c1ccc(OCCNCc2ccccc2)cc1	-17	1	-7	-7	-8	7	-2	7.8
CCCC1CC(C)(C(=O)Cn2[nH]c(=O)ccc2=O)OC1=O (centres undefined)	5	-4	-6	-3	1	-16	3	-1.2
Cc1cccc2cc(CN(Cc3nnnn3C3CCCCC3)C3CCCC3)c3nnnn3c12	24	-6	-4	-3	6	13	7	1.3
CN(C)CCCNC(=O)C[C@H]1C[C@H](C(=O)N2CCOCC2)[C@@]2(C)c3[nH]c4ccc(Cl)cc4c3CCN2C1=O	3	0	-2	-2	-4	-7	4	-1.1
COc1ccccc1NC(=O)CSc1nnc(CNC(=O)COc2ccc(Cl)cc2)o1	2	1	0	-1	-4	13	24	-6.3
O=C(NCC(c1cccs1)N1CCOCC1)c1cc(-c2ccccn2)nc2ccccc12 (centres undefined)	-9	0	-5	0	0	0	14	-1.0
Cc1c(O)cccc1C(=O)N[C@@H](CSc1ccccc1)[C@H](O)CN1C[C@H]2CCCC[C@H]2C[C@H]1C(=O)NC(C)(C)C	6&23	-7&-5	-3&-5	-1&-5	-2&-10	4&14	-3&-9	-1.0&-2.3
CCCn1c(-c2ccc(OC)cc2)nc2ccccc21	30	-1	3	3	6	5	14	1.1
O=C(c1ccco1)N1CCN(C(=O)c2oc(=O)c3ccccc3c2-c2ccccc2)CC1	4	-1	3	4	-9	-9	5	-2.9
Cc1nnn(C23CC4CC(CC(C4)C2)C3)n1	-2	-2	-2	-2	-13	3	-10	-0.3
O=C(CCCCCN1C(=O)c2cccc3cccc(c23)C1=O)NC1CCS(=O)(=O)C1 (centres undefined)	2	-2	-1	6	-2	-2	6	1.8
CC1=NN(c2ccccc2)C(=O)/C1=C\c1cn(CCC#N)nc1-c1ccc(Cl)cc1	16	-3	-4	-5	10	40	-3	6.1
Cc1cccc(C(=O)Nc2nsc(N)n2)c1	-5	2	-3	-3	1	-13	4	-0.3
S=c1[nH]nc(Cc2ccccc2)n1-c1cccc2ccccc12	5	0	1	-4	-10	-7	0	1.3
O=S(=O)(c1ccccc1Cl)N1CCCC1c1nc(-c2cccc(Cl)c2)no1 (centres undefined)	-3	3	0	-3	-18	6	23	-0.8
CC(=O)c1c(C)[nH]c(C(=O)OCc2csc(CC(=O)Nc3ccccc3C)n2)c1C	2	-1	0	2	-5	4	14	-0.4
CCc1cccc(OCCCCNCCO)c1	-3	2	-5	-2	-9	-9	3	-6.0
COc1cccc(Cn2c(Oc3ccccc3)nc3c2c(=O)n(C)c(=O)n3C)c1	11	-2	-3	0	0	8	5	-0.4
COc1ccc(S(=O)(=O)N2CCN(C(=O)CC3CC4CCC3C4)CC2)cc1 (centres undefined)	-34	2	-3	1	2	-21	-4	-1.5
COc1ccc(N2CCN(C(=O)COC(=O)COc3cc(C)cc(C)c3)CC2)cc1	-4	1	-7	-3	-6	-2	2	-1.3
Cc1ccccc1NC(=S)Nc1cccc([N+](=O)[O-])c1	-10	-3	-4	-5	1	4	18	40
O=C(c1c(F)c(F)c(F)c(F)c1F)N(Cc1ccccc1)Cc1ccccc1	-2	1	5	4	9	7	-2	5.5
O=C(Nc1ccncc1)c1cn(-c2ccccc2)nc1-c1cccs1	-21	7	4	8	-13	-9	-6	14
Cc1cccc2[nH]c(CN(C)C(=O)C3CCC(=O)N(CCc4ccccc4)C3)nc12 (centres undefined)	-1	-2	-7	-2	3	-3	18	-0.6
CC(CCc1ccc(O)cc1)NC(c1ccccc1)c1ccc(Cl)cc1 (centres undefined)	15	-6	-6	-6	-15	19	7	2.0
O=C(Cn1c(C(F)(F)F)nc2ccccc21)NCCCN1CCOCC1	-3	1	-10	-1	-2	-2	7	1.0
CCCNC(=O)c1ccc(N2CCC3(CC2)CC(c2cccc(Br)c2)=NO3)c(NC(=O)c2ccccc2)c1	3	2	-1	-1	-1	14	15	-0.5
O=C(CN1C(=O)c2ccccc2C1=O)NN1C(=O)c2ccccc2C1=O	-12	-1	-10	1	12	-1	14	-0.7
NC(=O)[C@@H]1CC2(CC(c3cccc(NC(=O)CC(c4ccccc4)c4ccccc4)c3)=NO2)CN1C(=O)[C@@H]1CCC(=O)N1 (some centres undefined)	1	0	-9	-3	-2	3	6	-1.3
Cc1ccc(SCC(=O)OCC(=O)NC2CCCCCC2)cc1	4	-26	-1	-1	5	3	5	-0.7
CCC(=O)NCC(c1cccs1)N1CCOCC1 (centres undefined)	8	2	-4	1	3	-4	-4	1.5
Clc1ccc(OCCCc2nc(-c3ccncc3)no2)c(Cl)c1	-2	-3	-2	-1	-7	2	12	-0.6
O=S(=O)(NCCc1ccccc1)c1ccc(Br)s1	34	-2	-1	2	-7	3	4	1.5
CCOc1ccc(C(=O)NC2CCN(CC(=O)NCc3cccs3)CC2)cc1	12	-1	15	8	-1	2	10	-1.0

By substructure, the compounds so far containing fluorine (three)
SMILES	Gli-Sufu block	GRIN3A LBD mod	A3G deaminase	A3A deaminase	CXCR6 inh	EBI2 block	CCR6 antagonist	MPTP inh
NC(=O)Cn1cnc2c(nnn2-c2ccc(F)cc2)c1=O	-1	.	-1	-1	-8	-5	-4	0.2
O=C(c1c(F)c(F)c(F)c(F)c1F)N(Cc1ccccc1)Cc1ccccc1	-2	1	5	4	9	7	-2	5.5
O=C(Cn1c(C(F)(F)F)nc2ccccc21)NCCCN1CCOCC1	-3	1	-10	-1	-2	-2	7	1.0

Next part
SMILES	Gli-Sufu block	GRIN3A LBD mod	A3G deaminase	A3A deaminase	CXCR6 inh	EBI2 block	CCR6 antagonist	MPTP inh
CCOC(=O)C1(Cc2ccc(OC)cc2)CCN(C(=O)c2ccoc2C)CC1	5	-1	-8	-1	4	0	-2	-2.0
CCN(CC)S(=O)(=O)c1ccc(C(=O)N2CCN=C2SC)cc1	1	1	-4	-2	6	-2	-7	-1.7
Cn1c(CN2CCN(C(=O)c3ccco3)CC2)nc2cc([N+](=O)[O-])ccc21	20	0	-5	-5	2	-13	0	-1.6
COc1ccc(S(=O)(=O)N2CCC(C(=O)NCc3cccs3)CC2)cc1	-2	-2	-8	2	-5	1	7	-0.7
CCOC(=O)/C(N=Nc1ccc(F)cc1)=C(/O)c1ccc([N+](=O)[O-])cc1	-4	0	2	4	-3	-2	4	0.7
Cc1noc(C)c1NC(=O)Nc1ccc2c(c1)C(=O)N([C@H](C)CO)C[C@H](C)[C@@H](CN(C)S(=O)(=O)c1cccs1)O2	-13	-2	-8	-1	0	-7	-2	-1.5
CC(=O)c1cccc(NS(=O)(=O)c2ccc(NC(=O)N3CCCCC3)cc2)c1	46	-1	-8	-1	-10	-9	7	5.7
CC1=NN(C(=O)Cc2ccccc2)C(O)(c2ccccc2)C1 (centres undefined)	-5	-2	-3	-1	-4	5	17	-0.9
N#Cc1cccnc1N1CCN(C(=O)c2ccccc2)CC1	12	0	.	.	-5	0	4	-0.5
O=C(c1cc([N+](=O)[O-])cc([N+](=O)[O-])c1)N1CCOCC1	-2	0	-4	0	-9	-7	-25	0.3
CN(CC(=O)Nc1ccc(Cl)c(C(F)(F)F)c1)C(=O)c1cccc(N2C(=O)CCC2=O)c1	4	-3	-1	0	-9	-3	8	0.3
Cc1cc(-c2ccccc2C(=O)O)on1	4	0	1	5	8	-7	-7	-0.8
CCOC(=O)NC(=O)CSc1nc2ccc(OCC)cc2[nH]1	-3	-4	-8	-5	-33	5	-2	1.3
CCCCCCCCCOC(=O)C(CC(=O)O)N1CCOCC1 (centres undefined)	-7	0	-4	-5	0	9	-2	-0.1
Cn1cccc1CNC(=O)Nc1ccccc1	-29	2	-2	5	-2	-21	3	-1.6
O=C(CC1C(=O)NCCN1Cc1ccccc1F)NC1CCCCCC1 (centres undefined)	.	.	-6	-8	-5	7	.	-0.4
CCN(Cc1ccccc1)C(c1cc2ccc(C)cc2[nH]c1=O)c1nnnn1CCOC (centres undefined)	3	3	-4	-1	-1	2	-6	-5.3
Cc1c(C(=O)OC(C)C)[nH]c2c1C(=O)CC(C)(C)C2	6	-3	-3	-1	2	-7	18	-1.1
O=C(Nc1ccc(NC(=O)c2ccc(S(=O)(=O)c3ccccc3)cc2)cc1)c1ccccc1	8	-3	-11	-3	5	-4	1	0.8
COCCCNC(=O)c1cc2c(=O)n(C)c3ccccc3c2n1C	9	2	-10	-3	-6	-10	6	-0.2
COCCCNC(=S)N1CCCN(c2nc3cc(C)c(C)cc3cc2C#N)CC1	30	-8	-4	-1	-20	-1	6	-0.5

As a short view, five of the compounds above.
SMILES	Gli-Sufu block	GRIN3A LBD mod	A3G deaminase	A3A deaminase	CXCR6 inh	EBI2 block	CCR6 antagonist	MPTP inh
Cc1cc(-c2ccccc2C(=O)O)on1	4	0	1	5	8	-7	-7	-0.8
CCOC(=O)NC(=O)CSc1nc2ccc(OCC)cc2[nH]1	-3	-4	-8	-5	-33	5	-2	1.3
CCCCCCCCCOC(=O)C(CC(=O)O)N1CCOCC1 (centres undefined)	-7	0	-4	-5	0	9	-2	-0.1
Cn1cccc1CNC(=O)Nc1ccccc1	-29	2	-2	5	-2	-21	3	-1.6
O=C(CC1C(=O)NCCN1Cc1ccccc1F)NC1CCCCCC1 (centres undefined)	.	.	-6	-8	-5	7	.	-0.4
